Source: PubChem BioAssay (several laboratories)
TNAP activation fold: human TNAP enzyme activators, primary screen, biochemical, luminescent, no phosphate acceptor, uHTS (AID 1001); Alkaline phosphatase, tissue-nonspecific isozyme (Homo sapiens); purified TNAP, luminescent activation assay, no phosphate acceptor; higher activation fold means a stronger effect; activation fold at 20 µM; hits with a dose series show EC50 in µM; actives 0.03% (n = 200,000); in the data active means activation fold from about 3, or a potency from the dose series; inactive means the rest, 99 in 100 with activation fold below about 1.6; further: many of its hits are not listed in these tables
Dynein cargo inh: inhibitors of GR-EGFP nuclear translocation, primary screen, dynein cargo transport inhibitor project, imaging, high-content, 3617.4 mouse cells; actives 0.47% (n = 220,000); z-score, hits read low; test concentration mostly 20 µM; stimulated with dexamethasone, 1 µM; active compounds read low; AID 1381, 2008;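 active means plate z-score of nuclear minus cytoplasmic receptor signal below a set negative limit, without overly bright fluorescence or cell loss, cut at about -3.5 in these data, passing the limit was not always enough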;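 further: z-score of nuclear minus cytoplasmic ring GR-EGFP intensity difference per well; some compounds called inactive have numbers as strong as hits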
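Also added – dexamethasone, 1.0 µM final · Buffer or medium – tet-free, stripped-serum medium · Schedule – induction 48 h, compound 1 h, agonist 30 min · Detection – formaldehyde fixation, Hoechst nuclear stain, 10x automated fluorescence imaging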
T cell HTS: modulators of CD8 T cell-vesicle binding, primary screen, mouse 2C CD8+ T cells, flow cytometry; 2C CD8+ T cell-vesicle binding; active compounds read low; calls only at 7 µM; actives 0.068% (n = 330,000); AID 2052, 2009;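 active means response, share of CD8 T cells binding vesicles, and their 90th percentile fluorescence all below set limits, cut at about 80% in these data, passing the limit was not always enough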
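Material: 2C TCR transgenic mouse naive CD8+ T cells, MACS-purified. Also added: QL9-charged Drosophila Ld/ICAM-1/B7-1 vesicles. Timing: binding 1.5 h at 37 °C. Measured by: high-throughput flow cytometry with anti-B7-1 and anti-CD8 staining. Read-out: percent CD8+ FL2 mean versus row control. Controls: Unloaded micro-vesicles (low), QL9 vesicles with 0.7% DMSO (high).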
Myeloid diff 2: induction of myeloid progenitor differentiation, primary screen, cell-based, flow cytometry, MLPCN library. ER-HoxA9 myeloid progenitors, lysozyme-GFP differentiation. calls only at 10 µM. actives 1% (n = 360,000);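 active means normalized GFP-positive differentiation at or above the plate's own cutoff, the solvent-only control mean plus 3 SD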;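 further: cells exposed to compound for four days before flow analysis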
bCat nuc transl: modulators of beta-catenin nuclear translocation, primary screen, imaging, HeLa cells, immunofluorescence, high-content. nuclear translocation activity, % at 5 µM. actives 0.3% (n = 190,000);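 active means nuclear translocation activity above 50% at 5 µM, with a well cell count of 50 or more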;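 further: per-cell ratio of nuclear to cytoplasmic median beta-catenin stain intensity; plate controls were DMSO negative control for no effect and GSK-3 inhibitor IX positive control for full effect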
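assay system = human HeLa cells, endogenous beta-catenin | times = compound treatment 24 h, 37°C, 5% CO2 | detection = Anti-beta-catenin immunofluorescence on PFA-fixed, Triton-permeabilized cells, DAPI nuclei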
Lipid droplet: inhibitors of hepatocyte lipid droplet formation, primary screen, imaging, high-throughput imaging, BODIPY stain. AID 1656, 2009. actives 0.4% (n = 240,000). AML12 mouse hepatocytes, oleate lipid droplets. inhibition, % at 6.5 µM;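 active means lipid droplet intensity inhibited by at least 50%, with more than 500 cells counted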
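Technique: fluorescence imaging, 20x objective, two fields per well / Assay system: AML12 hepatocytes (mouse) / Measure: % inhibition of lipid droplet signal / Doses: 6.5 µM single-point dosing / Incubation: overnight exposure / Reagent: 100 µM oleic acid challenge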
Insulin prom up: insulin promoter activators in MIN6 cells, imaging, high-content screening, mouse beta cells. MIN6 insulin promoter-GFP reporter; active compounds read high. z-score at 5 µM. actives 0.3% (n = 190,000). AID 1625, 2009;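 active means z-score above 3 at 5 µM with at least 500 cells counted in the well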
human PMI inhibition: inhibitors of human PMI, primary screen, biochemical, fluorescence intensity, coupled assay (AID 1209); Mannose-6-phosphate isomerase (Homo sapiens); purified PMI enzyme, coupled fluorescence intensity; higher % means a stronger effect; inhibition, % at 20 µM; hits with a dose series show IC50 in µM; actives 0.42% (n = 190,000); in the data active means inhibition above about 50%;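 further: plate controls were DMSO vehicle for no effect and wells lacking substrate for full effect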
MT stabilize HCS: microtubule stabilizers in HeLa cells, primary screen, imaging, high-content imaging | HeLa tubulin immunostaining HCS, 24 h; share of cells brighter than vehicle mean+2SD | actives 0.83% (n = 200,000) | % tubulin-high responders, % at 10 µM;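 active means plate Z-score above 3 for both tubulin-high and condensed-nucleus cell shares, with cell loss under 80%, at 10 µM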;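 further: anti alpha tubulin signal scored within the nucleus-defined area of each cell; some results filed as inactive read as strong as hits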
Dynein cargo inh cytoplasmic EGFP: second read-out of Dynein cargo inh, no call of its own (marks repeat the call); z-score; measured here: cytoplasmic GR-EGFP intensity; active compounds read high
Dynein cargo inh nuclear GR-EGFP: also measured in Dynein cargo inh; calls as there; z-score; measured here: nuclear GR-EGFP intensity;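 lower value marks the stronger effect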
Dynein cargo inh cell count: second read-out of Dynein cargo inh, no call of its own (marks repeat the call); z-score; measured here: cell count per field
Insulin prom up cell count: second read-out of Insulin prom up, no call of its own (marks repeat the call); cell count; measured here: cytotoxicity, nuclei count;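 total cells summed across four imaged fields per well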
Lipid droplet cells 6.5 µM: also measured in Lipid droplet; calls as there; cell count; measured here: cell count, cytotoxicity flag;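 cells counted across two imaged fields per well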
bCat nuc transl cell count 5 µM: further read-out of bCat nuc transl, marked with its call; cell count; measured here: cell count, cytotoxicity flag
T cell HTS vesicle-bound %: recorded beside T cell HTS, whose call it bears; double positive events, %; measured here: CD8+ vesicle-bound cell fraction;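 binding gate set so that unloaded-vesicle control wells show 10% double positive cells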
MT stabilize HCS Hoechst-high %: also measured in MT stabilize HCS; calls as there; % Hoechst-high responders; measured here: nuclear condensation Hoechst responders;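 share of cells brighter than vehicle mean plus two SD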
MT stabilize HCS cytotoxicity %: also measured in MT stabilize HCS; calls as there; toxicity, %; measured here: cytotoxicity by cell density;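 0% = mean cell density of plate MIN control wells and 100% = no cells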
Myeloid diff 2 GFP+ MAC1+ %: second read-out of Myeloid diff 2, no call of its own (marks repeat the call); GFP+ MAC1+ double positive, %; measured here: differentiation confirmed by MAC1 staining
Active calls of the source: *; i = inactive; . = not tested or not shown; + = active, no number.

smiles,TNAP activation fold,Dynein cargo inh,Dynein cargo inh cytoplasmic EGFP,Dynein cargo inh nuclear GR-EGFP,Dynein cargo inh cell count,T cell HTS,T cell HTS vesicle-bound %,Myeloid diff 2,Myeloid diff 2 GFP+ MAC1+ %,bCat nuc transl,bCat nuc transl cell count 5 µM,Lipid droplet,Lipid droplet cells 6.5 µM,Insulin prom up,Insulin prom up cell count,human PMI inhibition,MT stabilize HCS,MT stabilize HCS Hoechst-high %,MT stabilize HCS cytotoxicity %
CCN(CC)CCn1c(=N)n(CC(=O)c2ccc(Br)s2)c2ccccc21,.,0.256,-0.29,0.259,0.578,i,14.4,i,0.6,1.9,1148,18.2,675,-1.27,684,.,.,.,.
O=C(COC(=O)c1ccc2c(c1)C(=O)N(Cc1ccncc1)C2=O)Nc1cccc2ccccc12,1.1,0.673,-0.255,1.01,-1.79,i,24.5,.,.,1.3,1461,1.1,736,0.35,1444,5.5%,7.8,2.2,4.9
CC1(C)CC(=O)C(C=Nc2ccc(O)c(N=CC3=C(O)CC(C)(C)CC3=O)c2)=C(O)C1,1.1,-0.768,-0.353,-0.376,0.679,i,21.0,i,0.9,-2.3,1063,-5.8,665,.,.,3.5%,2.3,2.4,1.9
COc1ccc2cc(CN(CC3CCCO3)C(=O)Nc3ccccc3)c(=O)[nH]c2c1 (stereo not drawn),1.1,-0.537,-0.327,-0.228,1.12,i,30.4,i,0.6,-0.3,1098,-32.5,668,.,.,2.9%,2.6,1.5,3.1
CC1(C)C=C(c2ccc(C(=O)O)s2)CC(C)(C)N1,0.9,-0.646,-0.301,-0.594,0.587,i,39.7,i,0.1,-1.3,905,-10.6,723,-0.1,1140,-15.3%,2.9,4.2,5.2
C=CCn1c(SCC(=O)N2CC(=O)Nc3ccccc32)nc2scc(-c3cccs3)c2c1=O,1.1,0.788,-0.0559,0.476,0.0425,i,17.9,i,0.4,-7.1,1156,5.4,735,-0.52,908,9.9%,4.1,4.4,4.2
Cc1cccc(CN(CC(=O)N/N=C/c2ccco2)S(=O)(=O)c2ccc(Cl)cc2)c1,1.1,0.47,-0.0794,0.773,0.312,i,54.9,i,0.9,.,.,8.3,778,-0.03,831,-2.6%,2.5,1.5,5.8
O=C(Cn1cc([N+](=O)[O-])cn1)N1CCc2ccccc2C1,1.1,-0.301,-0.24,-0.00775,0.639,i,40.0,i,0.6,-3.5,1156,3.9,752,-0.54,1427,-12.8%,2.5,1.4,1.2
CSc1sc(-c2ccnc(=S)[nH]2)c(-c2ccccc2)c1C#N,.,1.02,-0.202,0.386,-0.356,i,24.8,i,1.0,-1.8,1081,7.0,731,0.99,1407,.,.,.,.
COCCN1C(=O)c2cc(C(=O)Nc3cccc(F)c3)ccc2C1Nc1cccc(F)c1 (stereo not drawn),1,-0.671,-0.179,0.248,0.975,i,22.6,i,2.4,-2.3,543,2.5,710,-0.02,1278,-18.3%,4.4,1.7,4.4
Cc1cccc(Nc2nc(N)nc(CCl)n2)c1C,.,0.139,-0.173,0.547,-0.742,i,53.2,i,0.5,0.1,1271,2.1,657,0.9,790,.,.,.,.
Cc1cc(-c2nc3c4c5c(sc4[nH]c(=O)n3n2)CCC5)c(C)o1,1.1,0.298,-0.176,0.4,-0.562,i,22.4,i,1.3,4.3,1073,12.9,540,-0.36,1824,-16.1%,2.1,1.1,1.5

Next part; the last 2 above are carried over.
smiles,TNAP activation fold,Dynein cargo inh,Dynein cargo inh cytoplasmic EGFP,Dynein cargo inh nuclear GR-EGFP,Dynein cargo inh cell count,T cell HTS,T cell HTS vesicle-bound %,Myeloid diff 2,Myeloid diff 2 GFP+ MAC1+ %,bCat nuc transl,bCat nuc transl cell count 5 µM,Lipid droplet,Lipid droplet cells 6.5 µM,Insulin prom up,Insulin prom up cell count,human PMI inhibition,MT stabilize HCS,MT stabilize HCS Hoechst-high %,MT stabilize HCS cytotoxicity %
Cc1cccc(Nc2nc(N)nc(CCl)n2)c1C,.,0.139,-0.173,0.547,-0.742,i,53.2,i,0.5,0.1,1271,2.1,657,0.9,790,.,.,.,.
Cc1cc(-c2nc3c4c5c(sc4[nH]c(=O)n3n2)CCC5)c(C)o1,1.1,0.298,-0.176,0.4,-0.562,i,22.4,i,1.3,4.3,1073,12.9,540,-0.36,1824,-16.1%,2.1,1.1,1.5
Cc1ccc([N+](=O)[O-])cc1NC(=S)NC(=O)CC(C)(C)C,1.1,-0.559,-0.171,-0.426,0.458,i,9.3,i,9.2,-2.4,1297,.,.,-0.74,1503,13.5%,1.9,1.7,5.6
O=c1[nH]c2ccccc2nc1NCCN1CCOCC1,1.1,-1.16,-0.246,0.00201,1.43,i,40.1,i,0.9,.,.,-0.1,686,0.77,1279,19.1%,1.7,1.2,15.6
Cc1ccc(C)c(NS(=O)(=O)c2ccc3c(c2)Cc2cc(S(=O)(=O)Nc4cc(C)ccc4C)ccc2-3)c1,1.1,-0.175,-0.301,-0.286,-0.245,i,50.2,i,0.2,-1.2,970,8.6,692,-0.02,1276,7.0%,3.8,3.0,3.6
Cc1nn(C)c(C(=O)NNC(=S)Nc2ccc(F)cc2)c1[N+](=O)[O-],1.1,-0.341,-0.265,0.0204,1.02,i,55.8,i,7.9,.,.,.,.,-0.07,916,1.2%,1.3,1.3,7.1
CCN(CC)S(=O)(=O)c1ccc(-c2nnc(SCc3nnc(-c4ccc(C)cc4)o3)o2)cc1,1.1,-0.852,-0.109,-0.26,-0.0895,i,9.9,i,1.4,0.7,1085,.,.,0.58,1102,-4.1%,11.7,2.9,4.3
CCN(C(=S)Nc1cccc(C)c1)c1ccccc1,1.1,0.235,-0.249,0.22,0.197,i,33.2,i,0.4,-1.5,967,-1.2,707,0.14,1396,1.5%,1.1,2.7,9.7
Cc1ccc(-c2csc(NC(=O)CN3C(=O)CCC3=O)n2)cc1,1.1,-0.539,-0.203,-0.347,1.27,i,40.0,i,0.4,-5.4,1171,-0.5,661,-0.58,1602,16.6%,3.1,3.6,7.9
O=C(c1ccccn1)c1ccc2ccccc2n1,.,0.208,-0.2,1.09,-0.67,i,41.2,i,0.4,-0.2,1337,-1.2,720,0.03,1046,.,.,.,.
COC(=O)CSc1cc(C)nc(NC(C)=O)n1,1.2,-0.291,-0.206,0.0311,-0.321,i,46.0,i,0.8,-0.7,1007,25.3,633,-0.59,1949,6.9%,1.4,2.1,8.9
Cc1cc(NC(=O)CSc2nc(C(C)C)nc3sc4c(c23)CCC(C)C4)no1 (stereo not drawn),1.1,-0.23,-0.282,-0.255,1.64,i,30.4,+,6.9*,0.9,542,105.3*,668*,.,.,-4.5%,5.7,2.0,9.3
CC(C)N=c1c([N+](=O)[O-])nn(C)n1O,0.9,0.178,2.32,0.606,-0.447,i,17.7,i,0.4,-0.6,1023,16.2,700,0.6,1253,-5.3%,3.6,1.2,3.2
COc1ccccc1/C=C(/C(=O)OCC(=O)NCc1ccccc1)c1ccccc1,1.1,-0.609,-0.21,0.233,-0.289,i,56.4,i,0.4,.,.,-11.8,625,-0.14,1268,13.3%,1.9,1.7,6.0
c1ccc(CCNc2ccnc3cc4ccccc4cc23)cc1,1.4,-5,1.18,-2.44,-4.13,.,.,.,.,2.2,1038,-8.5,593,0.77,982,16.3%,30.9*,28.1*,43.1*
Cc1ccc(C)c(OCCCCn2ccnc2)c1,1.1,-0.838,-0.244,-0.6,0.99,i,64.3,i,1.0,.,.,1.1,797,-0.42,934,-2.5%,1.0,1.7,5.1
C=CCn1c(SC(C)CC)nc(O)cc1=O (stereo not drawn),1.2,-0.514,-0.173,-0.00142,0.474,i,31.6,i,1.6,.,.,0.6,777,0.8,885,-6.6%,1.1,1.1,6.2
COc1ccc(C)cc1-n1nnnc1SCc1csc(C)n1,1,-0.107,-0.323,0.107,-0.447,i,56.7,i,0.3,-3.3,871,.,.,.,.,5.0%,2.9,2.0,3.9

Compounds were not picked by outcome; any-hit rate near 3%.
